Screens as filed in PubChem.
Hsp90 inh – displaces geldanamycin probe from tumor Hsp90; P07900; NCI-N417 lysate Hsp90, Cy3B-geldanamycin FP displacement; inhibition, % at 30 µM; 64,000 tested, 0.35% active;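 active means inhibition above 50%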;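 further: 0% = tracer plus lysate wells and 100% = tracer alone without lysate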
NADH coupling – inhibitors of enzymes used to reach an NAD/NADH endpoint; coupled PK/LDH NADH assays, four targets; IC50, µM (series often up to 10 µM), inactives show top-dose inhibition; 65,000 tested, 0.02% active; AID 774;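 active means single-dose screening hits from any of four coupled enzyme assays that gave an IC50 when retested across doses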;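 further: the DPM-DC format reads NADH fluorescence rather than 340 nm absorbance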
D1 allo mod – allosterically modulates the human D1 dopamine receptor; P21728; HEK293 D1, CRE-luciferase, dopamine EC30 potentiation; actives deviate in either direction; B-score at 10 µM; 58,000 tested, 5.9% active; AID 641;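 active means luminescence count or its row- and column-corrected plate score outside the 99.7% band of the plate's sample wells, on either side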
Target sequence (P21728 whole entry, looked up): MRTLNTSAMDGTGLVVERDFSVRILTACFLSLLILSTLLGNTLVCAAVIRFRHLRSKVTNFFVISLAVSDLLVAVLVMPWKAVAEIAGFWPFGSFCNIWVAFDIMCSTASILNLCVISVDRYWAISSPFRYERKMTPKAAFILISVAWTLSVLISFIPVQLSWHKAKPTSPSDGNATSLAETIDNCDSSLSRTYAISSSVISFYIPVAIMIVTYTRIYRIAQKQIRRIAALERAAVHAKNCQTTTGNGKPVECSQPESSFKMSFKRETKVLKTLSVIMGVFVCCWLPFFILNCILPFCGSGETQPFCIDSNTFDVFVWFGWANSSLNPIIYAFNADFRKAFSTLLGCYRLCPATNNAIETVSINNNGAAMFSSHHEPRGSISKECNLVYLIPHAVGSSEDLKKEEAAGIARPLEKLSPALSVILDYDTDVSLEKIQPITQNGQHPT
E coli RNAP – blocks E. coli RNA polymerase transcription | P0A8V2 | fluorescence transcription assay | 62,000 tested, 0.2% active | AID 559 | inhibition, %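 (tested at 10 µM)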; in the data active means inhibition above about 20%;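 further: 0% = enzyme without compound and 100% = no enzyme blank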
Fluor 339 460 – intrinsic fluorescence of library compounds, ex339/em460 – biochemical, MLSMR library, data from DPM-DC assay, artefact control, profiling panel; compound autofluorescence, ex339/em460 nm, NADH buffer; hits give high values; 1 = no-compound wells, NADH background; AID 709; 65,000 tested, 5.5% active; fluorescence fold increase at 10 µM;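 active means at 10 µM, mean starting fluorescence two-fold or more over control wells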;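 further: signal is the first read of a kinetic run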
HTR1A agonist – agonists of human 5-HT1a serotonin receptor; P08908; CHO 5-HT1a Ga15 NFAT-bla reporter, FRET ratio; 0% basal, 100% maximal reference agonist; activation, % at 10 µM; 65,000 tested, 0.56% active; AID 567;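 active means activation above the screen-wide mean activation plus 3 SD, cut at about 19% in these data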;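 further: 0% = DMSO wells and 100% = 5-CT at EC100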
Target sequence (P08908 whole entry, looked up): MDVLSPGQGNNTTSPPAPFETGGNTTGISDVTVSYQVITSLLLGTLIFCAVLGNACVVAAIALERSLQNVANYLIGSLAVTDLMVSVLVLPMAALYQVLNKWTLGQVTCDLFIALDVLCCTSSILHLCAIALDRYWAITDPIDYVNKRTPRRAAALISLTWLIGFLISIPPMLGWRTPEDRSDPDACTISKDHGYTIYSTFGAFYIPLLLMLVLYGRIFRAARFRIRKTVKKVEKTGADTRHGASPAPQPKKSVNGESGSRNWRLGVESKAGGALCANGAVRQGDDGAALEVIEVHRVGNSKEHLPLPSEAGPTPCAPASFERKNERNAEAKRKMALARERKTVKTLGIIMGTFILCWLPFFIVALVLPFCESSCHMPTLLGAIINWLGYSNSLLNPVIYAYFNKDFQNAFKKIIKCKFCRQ
M1 antag – antagonists of rat M1 muscarinic receptor; B-score at 10 µM; 64,000 tested, 3.4% active; P08482; CHO-M1 cells, Fluo-4 calcium, ACh EC80 antagonist mode; hits give low values; AID 628;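 active means calcium fluorescence response, raw or row-and-column corrected B-score, differing from the plate sample mean either way at a set confidence level, mostly lower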
HER2 expr 66K – inhibitors of human Her2 kinase expression. SKBR-3 HER2 protein level, AlphaScreen, 18-24 h; hits give low values. 65,000 tested, 0.69% active. AID 645. HER2 level % of control, % at 10 µM. P04626;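 active means HER2 level under 5% of the carrier-only control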;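 further: 100% = DMSO carrier and 0% = 500 nM PU-H71 HSP90 inhibitor; lower value means stronger loss of Her2 protein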
M1 ag – activates the M1 muscarinic receptor. B-score at 10 µM. CHO-M1 cells, Fluo-4 calcium fluorescence, agonist mode; hits give high values. 64,000 tested, 3% active. AID 626;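 active means fluorescence rise, raw or as B-score row- and column-corrected plate score, outside the 99.7% band of its plate's samples, either direction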
Starred values were filed as active, the others as inactive; nt = not tested or not shown; [ ] = remark or other dose. Random draw from the library. Share with any hit: about 16%.

Every second line gives: Hsp90 inh, NADH coupling, D1 allo mod, E coli RNAP, Fluor 339 460, HTR1A agonist, M1 antag, HER2 expr 66K, M1 ag
COC(=O)c1ccc2c(=O)n(C3CCCCC3)c(SCC#N)nc2c1
    -2.0, 9.0%, 1.69, 2.2, 1.19, 1.4, 1.08, 65.2, -0.000768
CC(C)(C)C1=Nn2c(nnc2-c2ccco2)SC1
    -2.2, 1.0%, nt, 6.8, 1.09, -0.7, 0.645, 47.4, -0.232
Clc1ccc(OCc2cn3cccnc3n2)c2ncccc12
    -3.0, 7.0%[fluoresces], 1.25, 12.2, 2.1*, -1.4, 0.803, 104.7, -0.0203
COc1cc(NS(=O)(=O)c2ccc(NC(=O)COc3ccccc3C)cc2)nc(OC)n1
    -1.5, 5.0%, 0.00682, -1.1, 1.11, -2.0, 0.102, 84.2, -0.47
COC(=O)Cc1nnc(NC(=O)c2ccccc2)s1
    4.2, 5.0%, 0.128, -7.3, 1.16, -1.2, 0.528, 49.8, 0.736
Oc1ccc(-c2[nH]ncc2-c2ccc(Cl)cc2)c(O)c1
    38.1, 5.0%, 0.791, -1.5, 1.19, -2.6, 0.606, 79.5, -1.01
COc1ccc(NC(=O)c2c(F)c(F)c(F)c(F)c2F)cc1Cl
    -2.1, 8.0%, -0.119, 10.3, 1.13, 0.1, 0.308, 109.7, -0.192
COCCCNC(=O)C(C#N)c1nc2ccccc2nc1N1CCCC1 (centres undefined)
    4.8, 5.0%, 12.1*, -0.2, 1.94, -0.5, -1.74, 112.1, 340*
COc1cc(-n2c(C)nc3cc(C(=O)N4CCOCC4)ccc32)cc(OC)c1OC
    3.2, 6.0%, 0.275, nt, 1.09, -2.6, -0.854, 81.4, -0.727
Cc1nc2sc(C(c3ccco3)N3CCC(C)CC3)c(O)n2n1 (centres undefined)
    -4.2, 0.0%, -0.115, 7.1, 1.08, -3.2, -0.00843, 87.2, 0.42
CCc1ccc(OCC(=O)NCc2ccco2)c(Br)c1
    -15.5, 6.0%, 0.931, -0.2, 1.07, 1.8, -0.931, 101.7, 0.00799
COc1cc(OC)cc(-c2nc(-c3cc4cc(C)ccc4nc3OC)no2)c1
    -21.1, 7.0%, -0.0267, 8.3, 2.6*, -0.5, -0.0331, 53.1, -1.41
CCN(CCCNC(=O)CCc1nc(-c2ccc(OC)cc2)no1)c1cccc(C)c1
    -2.9, 1.0%, -0.801, 0.4, 1.12, 0.3, 0, 55.0, 0.379
Cc1nc2c(C(=O)NCCc3ccccc3)c[nH]n2c(=O)c1Cl
    1.3, 6.0%, 1.03, 8.6, 1.5, 1.3, -0.527, 116.3, 1.53
COc1cccc2cc(C(=O)C3=C(O)C(=O)N(CCN4CCOCC4)C3c3cccs3)oc12 (centres undefined)
    -17.8, 3.0%, -0.016, 12.4, 1.75, -0.3, -0.0719, 84.8, 0.0947
CCOC(=O)C1=C(C)NC(=O)NC1c1ccc(OC)c(CN2CCOCC2)c1 (centres undefined)
    -1.7, 2.0%, -1.22, 7.6, 1.13, -1.2, -0.235, 100.2, 0.124
Cc1ccc(N2C(N)=NC(N)=NC23CCCC3)c(C)c1
    -4.7, 3.0%, -0.708, 4.4, 1.01, -1.8, -0.406, 67.6, 0.0144
Cc1ccc(S(=O)(=O)NCc2ccncc2)cc1
    0.2, 5.0%, nt, 11.9, 1.08, -1.6, -0.716, 124.8, -1.23
COC(=O)C(C(=O)NCC1CCCO1)C1CCCCCC1 (centres undefined)
    -6.8, 10.0%, 0.438, 2.2, 1.12, 1.7, -0.0781, 79.4, 0.452
CCc1nnc(NC(=O)CCC(=O)N2CCN(Cc3ccccc3)CC2)s1
    -4.3, 2.0%, -0.0748, nt, 1.12, 2.7, 1.28, 87.9, 0.46
CN(CCC#N)C(=O)c1ccc(CNS(=O)(=O)c2ccc(F)cc2)cc1
    -1.1, 3.0%, 0.165, 6.2, 1.13, -4.4, 0.44, 94.6, 0.283
CCC(=O)NC(C)C(c1cccs1)N1CCOCC1 (centres undefined)
    -0.1, 6.0%, 0.224, -0.5, 0.97, -1.6, 0.378, 136.6, 0.103
COc1cccc2cc(C(=O)N3CCN(C/C=C/c4ccccc4)CC3)c(=O)oc12
    -1.8, 8.0%, 0.251, 3.8, 1.3, 2.5, -0.551, 90.8, -1.99
O=S(=O)(Cc1ccccc1)N1CCCC1
    -3.3, 0.0%, 0.774, nt, 1.08, -1.7, -0.968, 58.9, 0.666
Nc1nc(C2CC2)c(Sc2sc(N)nc2C2CC2)s1
    0.4, 4.0%, 10.2*, 5.9, 1.19, -2.3, -0.462, 67.3, -0.559
CCOc1ccccc1C1CC(c2ccc(Cl)cc2)Nc2nc(N)nn21 (centres undefined)
    0.2, 9.0%, 1.36, 2.9, 1.4, -2.8, -0.00225, 110.2, 1.25
Clc1cc2c(c(Cn3cnc4ccccc43)c1)OCOC2
    0.3, 1.0%, 0.253, 3.1, 1.06, -3.2, 0.484, 112.3, 0.286
Cc1sc2ncn(CCC(=O)O)c(=O)c2c1C
    -1.4, 6.0%, 0.527, 5.8, 1.03, -1.9, 0.689, 93.5, 0.297
Cc1nnc(C)n1/N=C/c1cccs1
    -2.2, 1.0%, 1.67, 11.5, 1.05, -2.9, -0.29, 91.5, 0.756
O=S(=O)(NC1CCCCC1)c1cccc(-c2nnc(-c3ccccc3)o2)c1
    -4.8, 3.0%, -0.228, 3.0, 1.05, 1.0, -0.603, 121.7, -0.304
c1ccc(-c2noc(-c3cccc4ccccc34)n2)nc1
    -14.3, 7.0%[fluoresces], -2.84*, 2.5, 3.34*, 1.2, 0.487, 55.1, -0.471
Cc1ccc(CN2CCN(CC(=O)N3CCc4ccccc4C3)C2=O)cc1
    -5.2, 0.0%, 0.759, 12.6, 1.1, -0.8, -0.16, 84.0, -0.105
COc1ccc(NC(=O)CSC2CCCCC2)cc1
    0.0, 4.0%, -0.672, 9.6, 1, -3.9, -0.437, 111.3, -0.332
Cc1cc(C)n2nc(SCc3cc(=O)n4c(C)cccc4n3)nc2n1
    -4.1, 9.0%, 4.34, 3.8, 1.06, 1.5, -0.296, 111.5, 0.00973
O=C(Nc1nccs1)c1ccc(Cl)c(S(=O)(=O)N2CCOCC2)c1
    -3.3, 3.0%, 0.0125, 2.9, 1.16, -3.0, -0.138, 77.9, 0.305
O=C(NC1CCC(C(=O)O)CC1)OCc1ccccc1 (centres undefined)
    -0.2, 6.0%, 0.184, 7.0, 1.15, -0.8, -0.507, 71.1, 0.197
COc1ccc2nc3c(cc2c1)c(NC(=O)C1CCCO1)nn3CC(C)C (centres undefined)
    -1.3, 8.0%[fluoresces], -0.00252, 1.4, 3.71*, 6.6, -0.82, 69.5, 4.27*
O=C(NCc1ccccn1)c1ccc(/C=N/O)nc1
    -5.0, 2.0%, -0.0157, -2.6, 1.15, -1.3, -1.04, 97.5, 0.182
C(=N\n1cnnc1)/c1ccc2c(c1)OCO2
    -1.4, 4.0%, -1.91, -0.1, 1.57, -2.4, 0.157, 109.1, -0.357
Cn1c(=O)c2c(nc(CN3CCN(Cc4ccccc4)CC3)n2Cc2ccccc2)n(C)c1=O
    -2.3, 6.0%, 0.478, 5.3, 1.07, -3.0, -1.93, 104.5, -0.675
CCc1nn(C(C)C(=O)N2CCc3ccccc3C2)c(=O)c2cc3occc3n12 (centres undefined)
    -2.3, 4.0%, 1.68, 6.7, 1.08, 1.6, 0.0163, 89.3, -0.974
C=CCn1c(CSc2nc3ccccc3s2)nnc1SCC(=O)NCc1ccco1
    -2.0, 4.0%, -0.181, 7.7, 1.02, -0.1, -0.121, 107.1, -0.62
COc1cccc(C(=O)Nc2nnc(C(C)C)s2)c1
    -4.5, 4.0%, -3.29*, 2.5, 1.05, -0.4, -0.00443, 75.5, -0.678
O=C(O)Cn1nnnc1SCC(=O)Nc1ccc(OC(F)(F)F)cc1
    -4.4, 2.0%, nt, 2.9, 1.07, -0.8, 0.255, 77.7, -0.6
CCOC(=O)c1ccccc1NC(=O)CN(c1cccc(OC)c1)S(C)(=O)=O
    -0.1, 5.0%, 0.909, 5.9, 1.12, 1.1, nt, 108.8, nt
Cc1nc(-c2ccccc2)nc2[nH]c(=O)n(-c3ccccc3)c(=O)c12
    -4.0, 3.0%, -0.0189, 7.3, 1.18, -1.8, 0.444, 153.3, -0.0308
COC(=O)c1ccc(NC(=O)c2ccc3c(c2)OCO3)cc1
    -0.7, 9.0%, -0.227, 3.6, 1.03, -2.0, -0.186, 86.3, 0.162
COc1ccccc1NC(=O)N1CCCC1C(=O)Nc1ccc2c(c1)OCO2 (centres undefined)
    -1.9, 10.0%, -0.541, -3.3, 0.83, -3.5, -0.293, 120.9, 2.09
Cc1ccc(CCNC(=O)C2CCN(S(=O)(=O)N3CCC4(CC3)OCCO4)CC2)cc1
    -1.8, 6.0%, 0.517, 6.4, 1, -1.1, -0.18, 113.9, -0.192
Cn1cccc1Cc1nnc(SCC(=O)Nc2ccc3c(c2)OCCO3)n1CCc1ccccc1
    -2.3, 6.0%, -0.303, 10.4, 1.1, -2.4, 0.0214, 87.7, 0.924
C=CCNC(=O)c1cc(-c2ccccc2O)on1
    -1.6, 1.0%, -1.81, -0.7, 1.04, 1.0, -0.349, 103.0, -0.177
Cn1c(=O)c2cc(S(=O)(=O)NC(Cc3ccccc3)C(=O)NCc3ccco3)ccc2n(C)c1=O (centres undefined)
    -5.4, 2.0%, 0.0412, -1.4, 1.11, -5.3, -0.3, 103.2, 0.978
O=C(OCCOCCN=C1NS(=O)(=O)c2ccccc21)C1CC(=O)N(c2ccccc2)C1 (centres undefined)
    -2.0, 11.0%, nt, 3.4, 1.11, -1.7, -0.849, 87.5, -0.232
CN(CCNC(=O)CCNC(=O)Cn1ccc2ccccc2c1=O)Cc1ccccc1
    6.1, 2.0%, -0.475, 3.9, 1.22, -0.9, 1.04, 106.9, -0.0035
CCCCOc1ccccc1P(=O)(O)CP(=O)(c1ccccc1)c1ccccc1
    0.7, 3.0%, nt, 8.2, 1.11, -4.0, 0.269, 62.4, 0.362
CCCn1cc(S(=O)(=O)CC(=O)N2CCc3ccccc32)c2ccccc21
    nt, 2.0%, 0.295, -0.7, 1.11, -3.8, 1.61, 60.4, 0
C=CCn1c(Oc2cc(C)ccc2C)nc2c1c(=O)n(C)c(=O)n2C
    -2.6, 3.0%, nt, 0.9, 1.11, -0.2, -0.0331, 70.2, -0.0433
COC(=O)/C=c1/sc2nc3ccccc3n2c1=O
    -0.7, 9.0%, 0.555, 7.9, 1.09, -4.5, -2.48*, 107.2, -0.78
COc1cccc(C(=O)Nc2cccc(C(=O)N3CCOCC3)c2)c1
    -6.4, 2.0%, 0.185, 9.0, 1.01, -1.0, -0.0242, 168.2, -0.766
CC(C)(C)C1CCc2c(sc3c2C(=O)NC(c2ccco2)N3)C1 (centres undefined)
    -4.0, 2.0%, 2.45, -2.5, 1.07, -4.9, 0.0679, 87.8, -1.52
O=C(CN(CCc1ccccc1)C(=O)CNS(=O)(=O)c1ccccc1)NCC1CCCO1 (centres undefined)
    -3.0, 2.0%, -0.134, 6.4, 1.08, 0.3, 0.644, 103.7, -0.109
CCCCN(C)CCCNC(=O)c1cccc(N2CCCC2=O)c1
    -2.7, 3.0%, -5.76*, 0.6, 1.07, -1.4, -0.978, 76.8, -0.538
Cc1ccc(S(=O)(=O)NCCCNC(=O)N2CCOCC2)cc1
    -3.2, 3.0%, 2.95*, 0.9, 1.03, -1.2, -0.435, nt, 0.137

Some of these compounds in order of their number in HTR1A agonist, largest number first:
SMILES,HTR1A agonist
CCc1nn(C(C)C(=O)N2CCc3ccccc3C2)c(=O)c2cc3occc3n12 (centres undefined),1.6
COc1cccc(C(=O)Nc2nnc(C(C)C)s2)c1,-0.4
COc1ccccc1NC(=O)N1CCCC1C(=O)Nc1ccc2c(c1)OCO2 (centres undefined),-3.5
